High-throughput results as filed in PubChem.
12-LOX inh – ALOX12 (human) lipoxygenase inhibition; P18054; purified 12hLO, xylenol orange hydroperoxide absorbance; Potency, µM (titrated, usually from 108 µM), inactives show top-dose activity change, negative = inhibition, hits mostly inhibitors; 580,000 compounds, 1.1% hits; AID 1671190; active = well fitted inhibition curve with a large enough effect; inconclusive = small, poorly fitted or top-dose-only effect, or another doubt; inactive = no such curve, though single readings can be large or run the other way
Target sequence (P18054 whole entry, looked up): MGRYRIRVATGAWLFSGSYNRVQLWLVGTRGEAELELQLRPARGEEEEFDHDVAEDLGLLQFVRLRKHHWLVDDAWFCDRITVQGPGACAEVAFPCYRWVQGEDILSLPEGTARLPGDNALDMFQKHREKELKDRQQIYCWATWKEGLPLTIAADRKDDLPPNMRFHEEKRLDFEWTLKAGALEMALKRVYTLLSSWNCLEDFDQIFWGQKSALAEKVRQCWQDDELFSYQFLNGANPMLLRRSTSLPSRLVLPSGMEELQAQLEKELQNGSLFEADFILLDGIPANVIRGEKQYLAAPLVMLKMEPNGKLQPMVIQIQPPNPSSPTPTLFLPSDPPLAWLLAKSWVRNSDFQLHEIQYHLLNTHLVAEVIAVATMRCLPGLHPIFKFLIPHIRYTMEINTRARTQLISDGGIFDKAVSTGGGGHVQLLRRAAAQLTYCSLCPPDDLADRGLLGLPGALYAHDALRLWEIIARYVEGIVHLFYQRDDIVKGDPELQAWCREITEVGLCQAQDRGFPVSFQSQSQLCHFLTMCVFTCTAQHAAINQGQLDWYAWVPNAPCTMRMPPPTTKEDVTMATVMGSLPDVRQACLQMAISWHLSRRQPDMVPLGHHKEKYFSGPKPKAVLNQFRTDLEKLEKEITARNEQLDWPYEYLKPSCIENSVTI
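Purified human 12hLO (150 nM final) in 25 mM Hepes, 0.01% Triton X-100, pH 7.0 was preincubated 15 min at room temperature with compound. Then 40 uM arachidonic acid was added, 30 min. Hydroperoxide was read by Fe-XO absorbance ratio 573/405 nm.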
An asterisk follows results filed as active; ? = inconclusive; & = joins results of further samples; [ ] = remark or other dose. % is scaled to controls: 0 for no effect and ±100 for the full control effect; potency is read from the fitted curve at half-maximal effect. An excerpt, so the mix of outcomes need not match the whole.

SMILES	12-LOX inh
Cc1cc(C)cc(C(=O)NCCn2ccn3nc(-c4ccc(C)cc4C)cc3c2=O)c1	4.0%
O=S(=O)(Cc1ccccc1)N1CCC(c2noc(-c3ccncc3)n2)C1 (stereo not given)	28.0%
CC(=O)N1CC2(CCCN(Cc3cc4ccccc4[nH]3)C2)Cc2ccccc21 (stereo not given)	?
CCN(CC)S(=O)(=O)c1ccc2[nH]c(=O)cc(C(=O)NCc3ccc(CN(C)C)cc3)c2c1	5.5%
CCCNc1c(NC(=O)c2ccc(C(C)(C)C)cc2)c(=O)oc2ccccc12	-2.2%
CS(=O)(=O)NC1CCN(S(=O)(=O)c2ccsc2C(=O)O)CC1	-3.9%
CCN(Cc1ccc(Cl)s1)C(=O)c1cnccn1	35.5%[activator]
c1coc(-c2nc(-c3ccc4c(c3)OCCCO4)cs2)c1	?
CN(CCc1ccccn1)C(=O)CCC[C@@H]1[C@H]2CCCN3CCC[C@@H](CN1C)[C@@H]23	60.1%[activator]
CC(C)(C)C(=O)NCc1cccc(Oc2ccccc2)c1	-29.7%
Cc1ncc(CC(=O)NCc2ccc3[nH]c(-c4ccccc4F)c(C)c3c2)c(=O)[nH]1	6.1%
Cc1cnc(-c2cccnc2)n1C1CCCN(C(=O)C2(c3ccccc3)CC2)C1 (stereo not given)	14.8%
O=C(CSc1nnnn1C1CCCC1)NC(c1ccc(F)cc1)c1cccs1 (stereo not given)	?
CN(C)c1ncccc1CNC(=O)Cc1ccccc1F	13.5%
CC(C)c1noc(C2CCCN(S(=O)(=O)c3ccccc3)CCC(=O)NCC2)n1 (stereo not given)	45.1%[activator]
COc1ccc(CC(=O)Nc2ccc3c(c2)NC(=O)C(C)O3)cc1 (stereo not given)	6.4%
CC(C)(C)c1ccc(S(=O)(=O)NC(=O)C2(C)CCN2C(=O)Cc2cccc3ccccc23)cc1 (stereo not given)	-12.1%
O=C(COc1ccc(Cl)cc1)Nc1ccc2c(c1)N(C(=O)c1cccnc1)CC2	7.2%
O=C(C1CCCC1)N1CCC(c2noc(CO)n2)C1 (stereo not given)	23.7%
CCc1nc2c(c(-c3ccc(OC)cc3)n1)CN(C(=O)c1ccccc1OC)CC2	12.2%[6.33 µM]
O=C(NCc1cccnc1)C1CCc2nnc(-c3ccc(Cl)nc3)n21 (stereo not given)	-0.1%[6.33 µM]
COC(=O)[C@@H]1Cc2ncn(C)c2CN1C(=O)CC(C)(C)C	8.2%[176 µM]
CC(C)C(=O)Nc1ccc(C2(C(=O)NCc3cccs3)CCCCC2)cc1	9.9%
CCOCCCNCc1cccc(Br)c1	?
CCNC(=O)C1(C)CCCN1C(=O)c1c(F)cccc1F (stereo not given)	3.0%
COc1ccccc1-c1cc(NC(=O)CCC2CCCO2)n[nH]1 (stereo not given)	27.4%
Cc1ncsc1C(=O)NCc1cccnc1	?
CCOC(=O)CNC(=O)N(C)[C@H]1C[C@H]2c3[nH]c4ccccc4c3CCN2C[C@H]1[C@H](C)O	100.7%[activator]
CC(=O)c1ccc(NC(=O)N2Cc3[nH]cnc3C[C@H]2c2nc(-c3ccccc3)no2)cc1	?
COC[C@H]1CCCN1C(=O)C[C@@H]1O[C@H](CNC(=O)C2CC2)[C@@H](O)[C@H]1O	?
CN(CC(=O)NC(=O)NCc1ccccc1)CC(=O)Nc1cccc(F)c1	-24.0%
Cc1csc(NC(=O)C2CC(=O)N(c3n[nH]c4ccccc34)C2)n1 (stereo not given)	14.6%
CC(C)Oc1cc(F)ccc1-c1cc(C(=O)NCc2ccccn2)[nH]n1	8.7%
CC(=O)c1sc(NC(=O)c2nn(Cc3ccccc3)c(=O)c3ccccc23)nc1C	-7.0%
COc1cc(C#N)ccc1OC(C)C(=O)c1ccc(Cl)cc1 (stereo not given)	-14.6%
O=C(NCCc1ccccn1)c1nc(-c2ccccc2)cc2[nH]ccc12	-0.1%[176 µM]
CCn1c(=O)c2c(cc(C)n2C)n(CC(=O)Nc2ccc(OC)c(Cl)c2)c1=O	-4.2%
Cc1cc(C)c(NC(=O)CNC(=O)c2nccnc2N)c(C)c1	8.5%
COc1ccccc1-c1nc2nccc(-c3cc(OC)c(OC)c(OC)c3)n2n1	30.3%
CNC(=O)c1cnn2c1CN([S+](=O)([O-])c1cccc(OC)c1)CC2	2.4%[6.33 µM]
CS(=O)(=O)N1CCCCC1CCNc1nccc(-c2cccnc2)n1 (stereo not given)	27.9%
CC1(COCC2CC2)COc2ccc(C(=O)Nc3ccc(Cl)cc3)cc2N1 (stereo not given)	-29.0%[176 µM]
CCN(CC)c1cc(CCC(=O)NCCN2CCCCCC2)ccn1	95.6%[activator]
CC(C)C[C@@H]1N[C@H](C(=O)N2CCN(c3ncccn3)CC2)Cc2c[nH]c3cccc1c23	-2.8%[176 µM]
COc1ccc(-c2cc(NC(=O)CC3Sc4ccccc4NC3=O)ccc2OC)cc1 (stereo not given)	-19.4%
CCCN1CCC(NC(=O)c2csc3c2CCC(C)C3)CC1 (stereo not given)	-35.8%
COc1cccc(C2C3=C(CCCC3=O)Nc3c(C#N)cnn32)c1OC (stereo not given)	50.1%
CC(C)Cc1nc(NCCN)c(C#N)c2c1CCCC2	?
O=C(CCSC1CCc2ccccc2NC1=O)Nc1ccc2c(c1)OCCO2 (stereo not given)	5.0%
C=CCc1ccccc1OCCN(C)Cc1ccccc1C(=O)O	20.3%

More entries.
SMILES	12-LOX inh
CCCN1C(SCC(=O)Nc2c(C)cccc2C)=NS(=O)(=O)c2ccccc21	?
Cc1ccc(-c2c(C(F)(F)F)nn3c(N4CCN(CCO)CC4)cc(C)nc23)cc1	57.6%[activator]
CN1[C@@H](CCC(=O)NCc2ccco2)CNC(=O)[C@@H]2[C@H]1CCN2Cc1ccc(C(=O)O)cc1	10.8%
CCOC(=O)c1sc(NC(=O)C[C@H]2NC(=O)c3ccccc3NC2=O)nc1C	-1.0%
N#Cc1ccc(C(=O)N2C[C@@H](CO)[C@H](c3ccccn3)C2)cc1	8.9%
O=C(NC1CCN(c2cc(-c3ccccc3)[nH]n2)CC1)c1ccc(F)c(Cl)c1	62.7%[activator]
O=C(CN1CCOC1=O)N1CCn2nc(C(O)Cc3ccccc3)cc2C1 (stereo not given)	3.8%
Cc1ccc(CN2CCCOCCNC(=O)CC2)o1	30.4%[activator]
COc1cccc(CCC(=O)Nc2ccc3ncnc(N4CCCC4)c3c2)c1	33.9%[activator]
COc1ccc(-c2nc(C)nc3c2CN(C(=O)c2ccc(C)cc2)CC3)cc1	14.1%
O=S(=O)(Cc1ccccc1)NC[C@H]1Cn2cc(-c3ccccc3)nc2CO1	20.0%[176 µM]
CCCN(Cc1nnc(-c2ccccc2Cl)o1)C(=O)c1ccc(C#N)cc1	?
Cc1oc(-c2ccccc2)nc1CC(=O)Nc1cc(S(=O)(=O)N2CCCCC2)ccc1N(C)C	18.9%
Cc1ccc(Nc2n[nH]nc2C(=O)Nc2ccc(C)c(Cl)c2)cc1	12.9%
N#Cc1cccc(CN2CCCCC23Cc2ccccc2CNC3=O)c1 (stereo not given)	10.4%[6.33 µM]
Cc1oc(C(O)c2ccccc2F)nc1C(=O)Nc1ccc(C(=O)Nc2ccccc2)cc1 (stereo not given)	40.4%[activator]
COC(=O)c1cccc(NC(=O)C2CC(=O)Nc3cc(F)ccc32)c1 (stereo not given)	-5.1%
Cn1c(=O)c2nc(SCc3ccccc3F)n(C)c2n(C)c1=O	2.6%
CCCN1C(=O)C(NC(=O)CC)(C(F)(F)F)N=C1c1ccccc1 (stereo not given)	31.7%
CCn1cc(S(=O)(=O)N2CCn3c(nn(CC4CC4)c3=O)C2)cn1	1.1%

Structures from the list above containing an aryl methoxy group:
SMILES	12-LOX inh
COc1ccc(CC(=O)Nc2ccc3c(c2)NC(=O)C(C)O3)cc1 (stereo not given)	6.4%
CCc1nc2c(c(-c3ccc(OC)cc3)n1)CN(C(=O)c1ccccc1OC)CC2	12.2%[6.33 µM]
COc1ccccc1-c1cc(NC(=O)CCC2CCCO2)n[nH]1 (stereo not given)	27.4%
COc1cc(C#N)ccc1OC(C)C(=O)c1ccc(Cl)cc1 (stereo not given)	-14.6%
CCn1c(=O)c2c(cc(C)n2C)n(CC(=O)Nc2ccc(OC)c(Cl)c2)c1=O	-4.2%
COc1ccccc1-c1nc2nccc(-c3cc(OC)c(OC)c(OC)c3)n2n1	30.3%
CNC(=O)c1cnn2c1CN([S+](=O)([O-])c1cccc(OC)c1)CC2	2.4%[6.33 µM]
COc1ccc(-c2cc(NC(=O)CC3Sc4ccccc4NC3=O)ccc2OC)cc1 (stereo not given)	-19.4%
COc1cccc(C2C3=C(CCCC3=O)Nc3c(C#N)cnn32)c1OC (stereo not given)	50.1%
COc1cccc(CCC(=O)Nc2ccc3ncnc(N4CCCC4)c3c2)c1	33.9%[activator]
COc1ccc(-c2nc(C)nc3c2CN(C(=O)c2ccc(C)cc2)CC3)cc1	14.1%

Back to the main list, starting 4 compounds before the break.
SMILES	12-LOX inh
COC(=O)c1cccc(NC(=O)C2CC(=O)Nc3cc(F)ccc32)c1 (stereo not given)	-5.1%
Cn1c(=O)c2nc(SCc3ccccc3F)n(C)c2n(C)c1=O	2.6%
CCCN1C(=O)C(NC(=O)CC)(C(F)(F)F)N=C1c1ccccc1 (stereo not given)	31.7%
CCn1cc(S(=O)(=O)N2CCn3c(nn(CC4CC4)c3=O)C2)cn1	1.1%
CCC(C)(C)NC(=O)/C=C/c1cccc(C#N)c1	7.2%
CC(=O)c1c(C)n(-c2cccc3ccccc23)c2ccc(O)cc12	2.7%
COc1ccc(CNc2nc(NCc3ccc(OC)cc3)n(S(=O)(=O)c3ccccc3)n2)cc1	?
CN(C)C(=O)C1CN(c2cccc(Cl)c2)C(=O)N1 (stereo not given)	9.7%&32.5%[176 µM]
Cc1ccc(-c2ncc(C(=O)O)c(-c3ccncc3)n2)cc1	?
CC(=O)Nc1ccc(NC(=O)C2CC(=O)N(c3n[nH]c4cccc(F)c34)C2)cc1 (stereo not given)	23.1%
COCCOCC(=O)N1CCCN(Cc2ccncc2)C(c2ccccc2)CC(=O)NCC1 (stereo not given)	35.1%[activator]
COc1ccc(OC)c(NC(=O)Nc2nc(C(N)CCc3ccccc3)cs2)c1 (stereo not given)	-10.8%
CC(OC(=O)c1ccc2ccccc2n1)C(=O)NC1(C#N)CCCCC1 (stereo not given)	?
CC(c1ccon1)N(C)C(=O)c1cc(CN2CCC(Cc3ccccc3)CC2)on1 (stereo not given)	?
Cc1cnc(C)c(-c2ccc(F)c3c2OC(CNC(=O)Cc2c(C)[nH]c4ccccc24)C3)n1 (stereo not given)	4.4%
CCCc1ccc(C(=O)COC(=O)c2ccc3ccccc3c2)cc1	-0.7%
COc1cccc(CCC(=O)N2CCc3nn(CC4CC4)c(=O)n3CC2)c1	0.2%
Cc1cc(Cl)ccc1NC(=O)CSc1ncnc2ccccc12	?
CCNC(=O)C1CCCN(Cc2cc(C(F)(F)F)ccc2Cl)CC1 (stereo not given)	-2.1%
COc1ccc2cc(C(=O)N(C)CC(=O)Nc3c(C)cc(C)cc3C)c(C)nc2c1	-2.7%
CN(C)C[C@@H]1CN(c2ncccn2)C[C@H]1NS(=O)(=O)Cc1ccc(F)cc1	40.8%[activator]
CCOc1ccccc1C(=O)NCc1nnc2cc(-c3nc(C(C)C)no3)ccn12	-3.0%
CCCCCCCCNC(=O)C1CSCCS(=O)(=O)N1Cc1ccc(F)cc1 (stereo not given)	0.0%
CN1CCCN(C(=O)c2ccccc2C(F)(F)F)c2ccccc21	30.4%[activator]
O=C(NCCN1CCOCC1)c1cc(-c2ccc(Cl)cc2)nc2ccccc12	-3.6%
COc1ccc(-n2ncc3c(SCC(=O)OC(C)C)ncnc32)cc1	9.2%
O=C(Nc1ccc(F)c(F)c1)c1ccc(S(=O)(=O)C2CCS(=O)(=O)C2)cc1 (stereo not given)	-1.0%
Cc1cc(NC(=O)CSc2nc(NC3CC3)c3ccccc3n2)no1	0.6%
Cc1cc(C)cc(C(=O)OCCN(C)C2CN(Cc3cn(Cc4ccccc4C(F)(F)F)nn3)S(=O)(=O)C2)c1 (stereo not given)	?
O=C(NCCc1ccccc1)c1ccc2nccn2c1	-19.8%[176 µM]
Cc1ccc(C)c(C(O)c2ncc(-c3ccc4ccccc4c3)[nH]2)c1 (stereo not given)	-1.5%
O=S1(=O)CC(N2CCN(CCO)CC2)CN1Cc1cn(Cc2ccccc2C(F)(F)F)nn1 (stereo not given)	-19.6%
O=C(NC1CC1)c1ccccc1OC1CN(Cc2ccc(C(F)(F)F)cc2)C1	29.1%
Cc1cccc2nc(C(=O)N3CCC(n4cc(C(C)(C)O)nn4)CC3)cn12	?
Cc1nn(CC(O)c2cccc(F)c2)c(=O)c2ccccc12 (stereo not given)	-3.3%
Cc1oc(-c2ccccc2)nc1C(=O)Nc1ccccn1	-13.3%
O=C(Nc1ccc(Cl)c(S(=O)(=O)N2CCCC2)c1)C1CC(=O)N(CCc2ccccc2)C1 (stereo not given)	-10.8%
CN1CCNc2nc(COc3ccc(F)cc3)n(Cc3ccccc3)c2C1=O	31.0%[activator][176 µM]
COc1ccc(S(=O)(=O)N2CCC(C)CC2)c2cccnc12	-27.9%
COc1ccccc1-c1cccc(-c2c(O)c3cc(C#N)c(Cl)cc3[nH]c2=O)c1	?
CCOc1ccc(CCCNC(=O)c2c(C)cc(C)n(C)c2=O)cc1OCC	28.3%
O=C(NNC(=S)NC(=O)c1ccccc1)c1ccncc1	-15.1%
COc1ccccc1CCC(=O)N(C)C1CCc2nn(C)c(=O)n2CC1 (stereo not given)	30.6%
O=C(NCc1ccccc1)C1CCN(C(=O)c2ncn3c2COC(c2ccc(Cl)cc2)C3)CC1 (stereo not given)	24.7%
COCCn1c(COc2ccccc2-c2ccccc2)nnc1SC(F)F	8.1%
Cc1cn2nc(C(=O)NCc3ccc(F)cc3F)cc2c(N2CCSCC2)n1	16.4%
Fc1ccc(NCc2ccccc2F)cc1	?
